# Bioassay records (PubChem)
# MT stabilizer: microtubule stabilizers in HeLa cells; HeLa tubulin immunostaining HCS, 24 h; share of cells brighter than vehicle mean+2SD; % tubulin-high responders, % at 10 µM; 200,000 compounds, 0.83% hits;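 active means plate Z-score above 3 for both tubulin-high and condensed-nucleus cell shares, with cell loss under 80%, at 10 µM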;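 further: anti alpha tubulin signal scored within the nucleus-defined area of each cell; some results filed as inactive read as strong as hits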
# Dynein cargo inh: blocks dynein driven cargo transport along microtubules. 3617.4 mouse cells, GR-EGFP nuclear translocation imaging; test concentration mostly 20 µM; stimulated with dexamethasone, 1 µM; active compounds read low. z-score, hits read low. 220,000 compounds, 0.47% hits;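 active means plate z-score of nuclear minus cytoplasmic receptor signal below a set negative limit, without overly bright fluorescence or cell loss, cut at about -3.5 in these data, passing the limit was not always enough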;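 further: z-score of nuclear minus cytoplasmic ring GR-EGFP intensity difference per well; some compounds called inactive have numbers as strong as hits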
#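 medium = tetracycline-free induction medium containing charcoal-stripped FBS | also added = 1.0 µM final dexamethasone stimulus | schedule = 48 h induction, 1 h compound, 30 min dex at 37 °C | technique = fixed, Hoechst-stained cells imaged at 10x for EGFP | measure = GR-EGFP nuclear translocation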
# Insulin prom up: MIN6 insulin promoter up-regulation. MIN6 insulin promoter-GFP reporter, high-content imaging; active compounds read high. z-score at 5 µM. 190,000 compounds, 0.3% hits;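 active means z-score above 3 at 5 µM with at least 500 cells counted in the well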
# Autophagy mod: modulators of autophagy | 190,000 compounds, 0.98% hits | MEF GFP-LC3 puncta imaging; test concentration mostly 10 µM | calls only at 10 µM (by protocol);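 active means percentage of spot-positive cells more than 3 SD above its plate mean, without a fluorescence outlier flag or 80% toxicity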;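 further: spot-positive cell cutoff set from DMSO-treated cells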
# b-catenin transl: alters nuclear translocation of beta-catenin in HeLa cells; immunofluorescence imaging; AID 1665; 190,000 compounds, 0.3% hits; nuclear translocation activity, % at 5 µM;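 active means nuclear translocation activity above 50% at 5 µM, with a well cell count of 50 or more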;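 further: per-cell ratio of nuclear to cytoplasmic median beta-catenin stain intensity; plate controls were DMSO negative control for no effect and GSK-3 inhibitor IX positive control for full effect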
#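 Test system: HeLa cells, endogenous beta-catenin; Compound: single 5 µM dose plus 0.02–20 µM confirmation series; Times: compound exposure 24 h at 37°C; Signal: fluorescence imaging of beta-catenin antibody stain plus DAPI; Read-out: % activation, nuclear-to-cytoplasmic median beta-catenin signal ratio per cell.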
# Yfh1-depleted yeast: mitochondrial function rescue without frataxin homolog – Friedreich's ataxia, plus single-dose screen, dose response (AID 1465) | fold induction at 50 µM; hits with a dose series show EC50 in µM | 220,000 compounds, 0.074% hits | S. cerevisiae Yfh1-off respiration, WST-1 reduction, 72 h; higher fold induction means a stronger effect;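 active means fold induction of absorbance versus untreated yeast above a set limit, then at least 30% activation at any dose in follow-up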;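 further: activators that raise dye reduction in frataxin-depleted yeast; strong numbers were not always called active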
# NOD1 inhibition: inhibition of NOD1-driven NF-kB reporter – cell-based, luminescence, uHTS, primary screen (AID 1578). NOD1-driven NF-kB luciferase reporter cells, luminescence; higher % means a stronger effect. 290,000 compounds, 1% hits. one-dose inhibition, % at 4 µM; EC50 in µM for titrated hits; in the data active means inhibition mostly above about 36%, no sharp cut-off; inactive means mostly below about 34%;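 further: HEK-293T reporter cells stimulated with the NOD1 agonist gamma-tri-DAP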
# HEK293 NOD2/NF-kB: inhibition of NOD2-driven NF-kB reporter – cell-based, luminescence, uHTS, HEK293 (AID 1566) | inhibition, % at 4 µM, or EC50 in µM where a hit was titrated | HEK293 NOD2/NF-kB luciferase reporter, luminescence; higher % means a stronger effect | 290,000 compounds, 0.63% hits; in the data active means inhibition above about 50%; further: many of its hits are not listed in these tables
# M17LAP inhibition: P. falciparum M17LAP inhibitors, primary screen, biochemical, fluorogenic H-Leu-NHMec substrate, 1536-well (AID 1619); recombinant M17LAP, H-Leu-NHMec fluorogenic kinetic assay; higher % means a stronger effect; inhibition, % at 30 µM; hits with a dose series show IC50 in µM; 220,000 compounds, 0.38% hits;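 active means compound inhibiting the enzyme by more than half at any dose during confirmatory dose-response retesting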;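 further: plate controls were full reaction with DMSO carrier for no effect and no enzyme background for full effect; strong numbers were not always called active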
# Dynein cargo inh cytoplasmic EGFP: second read-out of Dynein cargo inh, no call of its own (marks repeat the call); z-score; measured here: cytoplasmic GR-EGFP intensity; active compounds read high
# Dynein cargo inh nuclear GR-EGFP: further read-out of Dynein cargo inh, marked with its call; z-score; measured here: nuclear GR-EGFP intensity;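 lower value marks the stronger effect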
# Dynein cargo inh cell count: also measured in Dynein cargo inh; calls as there; z-score; measured here: cell count per field
# Insulin prom up cell count: recorded beside Insulin prom up, whose call it bears; cell count; measured here: cytotoxicity, nuclei count;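 total cells summed across four imaged fields per well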
# b-catenin transl cell count 5 µM: second read-out of b-catenin transl, no call of its own (marks repeat the call); cell count; measured here: cell count, cytotoxicity flag
# MT stabilizer Hoechst-high %: further read-out of MT stabilizer, marked with its call; % Hoechst-high responders; measured here: nuclear condensation Hoechst responders;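 share of cells brighter than vehicle mean plus two SD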
# MT stabilizer cytotoxicity %: also measured in MT stabilizer; calls as there; toxicity, %; measured here: cytotoxicity by cell density;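 0% = mean cell density of plate MIN control wells and 100% = no cells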
# Autophagy mod cell loss 18 h: also measured in Autophagy mod; calls as there; toxicity, %; measured here: cell loss, nuclei count;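 cell loss after 18 h compound exposure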
# * = called active by the depositor; i = inactive; · = not tested or not shown; + = active, no number. A portion of the library; count on the stated rates, not on these rows.
Structure	Yfh1-depleted yeast	M17LAP inhibition	Autophagy mod cell loss 18 h	HEK293 NOD2/NF-kB	MT stabilizer Hoechst-high %	Autophagy mod	Insulin prom up cell count	Insulin prom up	Dynein cargo inh	MT stabilizer	NOD1 inhibition	Dynein cargo inh cell count	Dynein cargo inh nuclear GR-EGFP	MT stabilizer cytotoxicity %	Dynein cargo inh cytoplasmic EGFP	b-catenin transl cell count 5 µM	b-catenin transl
Cc1cccc(C(=O)N/C(=C\c2ccc(C)o2)C(=O)O)c1	i	4%	·	10%	·	·	1093	0.11	0.35	·	-6%	-0.26	-0.24	·	-0.25	1306	-1.0
CC(C)(C)NC(=O)NC(=O)COc1ccc(Br)cc1Br	i	7%	8	-141%	2.1	i	1361	-0.05	0.54	3.5	-34%	-0.67	0.19	9.4	-0.28	·	·
CCOc1ccc2nc(N3C(=O)/C(=C/c4ccccc4)NC3=S)sc2c1	i	-10%	9.2*	-61%	1.8	+	1417	-0.58	-0.43	4.3	-20%	-0.59	-0.15	3.2	-0.18	1145	-0.5
COCCN1C2=C(COC(C)(C)C2)C(=S)NC1c1ccccc1 (stereo not given)	i	1%	·	6%	·	·	1116	0.21	-0.15	·	-14%	0.039	0.087	·	-0.17	1314	0.5
CSc1ccc(S(=O)(=O)Nc2c(C)cccc2C)cc1	i	-3%	-2	3%	2.7	i	1164	0.9	0.41	3.7	-6%	0.23	0.025	6.6	-0.2	896	-0.1
O=C(NC1CCCC1)c1c[nH]c2ccc(F)cc2c1=O	i	-5%	2	-7%	0.9	i	1116	-3.3	-1	2.3	-13%	0.57	0.12	14	-0.14	1068	-0.5
C/C(Cl)=C\Cn1c(=O)c2c(nc3n2CCS3)n(C)c1=O	i	1%	6	-11%	3.1	i	1293	0.36	-0.32	5.1	-28%	0.24	0.17	10	-0.19	776	0.5
Cc1ccc2oc(=O)c3cc(C(=O)N4CCN(C)CC4)sc3c2c1	i	12%	·	2%	·	·	1107	0.27	-0.5	·	-10%	0.62	0.09	·	-0.22	1320	1.3
O=C(Nc1ccc(F)cc1)c1ccc(Cn2cnnn2)cc1	i	16%	-6	4%	2.2	i	1215	-0.34	-0.087	2.0	-23%	0.85	-0.29	8.2	-0.25	1081	-0.2
O=[N+]([O-])c1ccc(NCCCNS(=O)(=O)c2ccccc2)c(Cl)c1	i	6%	-2	11%	2.0	i	1205	-0.42	-0.25	3.8	11%	-0.17	0.026	7.7	0.049	1123	1.3
CC1CC(C)CN(c2cc(N(C)CCO)c([N+](=O)[O-])c3nonc23)C1 (stereo not given)	>100µM*	28%	19	9%	2.4	i	1255	-0.42	-0.75	5.8	-24%	0.71	-0.031	9.6	-0.28	1116	-3.7
CC(=O)Oc1ccc2oc(-c3ccccc3)c(C(N)=O)c2c1	i	1%	·	-44%	·	·	1008	0.01	-0.28	·	-10%	-0.42	0.52	·	0.0021	1324	-0.6
COC(=O)Cc1ccc(NC(=S)NNC(=O)C2CC2)cc1	i	3%	·	4%	·	·	1038	0.14	0.019	·	-11%	-0.72	-0.086	·	-0.19	1392	0.0
COc1ccc(C(=O)NN/C(C)=C/C(=O)C(F)(F)C(F)(F)C(F)(F)F)cc1	i	15%	-1	-7%	2.8	i	1376	0.19	-0.84	3.6	19%	-0.7	-0.25	2.0	-0.19	1086	0.1
CC(=O)Nc1ccc(S(=O)(=O)Nc2ccc3c(c2)C(=O)OC3)cc1	i	1%	25	-2%	2.0	i	1589	-0.26	-0.78	2.7	-19%	0.077	-0.15	4.6	-0.23	1116	-2.1
NC(=O)NC(=O)CSc1nc2sc(-c3ccccc3)cc2c(=O)n1-c1ccccc1	i	-1%	5	-9%	1.4	i	1433	-0.53	-0.2	6.6	-19%	1.4	0.13	3.2	-0.26	1102	-3.7
Cc1ccc(-n2nc(C)c(NC(=O)CCl)c2C)cc1	i	-4%	-14	-57%	3.4	i	846	0.68	-0.48	8.9	-7%	0.24	-0.33	7.6	-0.23	1096	3.1
Cc1oc(=O)c(NC(=O)c2ccccc2)cc1C(N)=O	i	-1%	-7	3%	2.3	i	1584	-1.4	1.2	2.2	-19%	-0.86	0.62	8.2	-0.36	1182	-3.4
COc1ccc(N2CCN(C(=O)NCc3ccc(OC)c(Cl)c3)CC2)cc1	i	-2%	-4	-23%	2.8	i	1302	0.33	0.96	4.1	-49%	-1.9	0.69	5.1	-0.28	1054	0.2
CCCn1nnc(NC(=O)c2ccco2)n1	i	-183%	-2	-8%	2.8	i	1275	-0.31	-0.16	3.3	-23%	0.36	-0.13	11	-0.21	1178	-1.0
Fc1cc(F)c(C2SCCN2C(=S)Nc2cccc(C(F)(F)F)c2)c(F)c1 (stereo not given)	i	-4%	·	-9%	·	·	·	·	-0.5	·	22%	-0.13	-0.23	·	-0.24	1014	-0.8
Cn1c(N)c(C(=O)COC(=O)CCCN2C(=O)c3ccccc3C2=O)c(=O)n(C)c1=O	i	0%	-1	12%	3.8	i	1229	-0.11	-0.87	4.1	-18%	0.3	-0.047	6.6	-0.27	1142	-1.2
Cc1cccc(OCCCn2c(=O)oc3ccccc32)c1	i	-6%	-23	-11%	1.8	i	1418	0.18	-0.28	1.4	-23%	0.6	0.1	6.2	-0.27	1573	-0.1
CC(C)[C@@H]1NC(=O)c2cc([N+](=O)[O-])cc(I)c2NCCC[C@@H](C(N)=O)NC(=O)[C@H](CO)NC1=O	i	16%	10	11%	3.1	i	1169	1.1	0.094	4.3	-8%	0.47	0.47	6.4	-0.3	·	·
CCN(CC)C(=O)CN(c1cccc(OC)c1)S(=O)(=O)c1ccc(C)cc1	i	5%	-8	3%	1.5	i	893	0.28	-0.13	0.8	-13%	0.67	0.015	5.8	-0.15	1172	-2.0
O=C(Oc1ccc(-c2ccccc2)cc1)N1CCOCC1	i	10%	-2	-48%	1.3	i	1177	0.16	-0.99	1.9	-32%	0.28	-1	1.5	-0.28	1137	0.4
O=C(NCCc1ccc(Cl)cc1)C1CCN(C(=O)c2sccc2-n2cccc2)CC1	i	12%	0	-12%	3.1	i	846	-0.55	-0.22	2.9	-6%	0.066	0.13	14	-0.18	·	·
CC(=O)c1cccc(NC(=O)COC(=O)[C@@H](NC(=O)OCc2ccccc2)C(C)C)c1	i	2%	-19	4%	2.2	i	1525	1.2	-0.51	2.4	-22%	0.17	-0.27	7.5	-0.26	1111	1.0
CC(C)(C)NC(=O)COC(=O)CCC(=O)c1cccs1	i	9%	-10	16%	1.8	i	1216	0.01	0.17	1.7	-23%	0.06	0.39	3.8	-0.32	993	0.5
C=CCNC(=O)C(C)Sc1ccc(Cl)cc1 (stereo not given)	i	1%	-3	-6%	2.1	i	·	·	-0.24	2.7	-3%	0.12	-0.31	7.2	-0.25	1146	-1.8
O=C(CSc1nc(C2CCCCC2)n(-c2ccccc2)n1)NCCN1C(=O)CSC1=O	i	11%	-6	-2%	1.6	i	·	·	-0.19	3.0	-10%	0.5	-0.14	1.9	-0.15	·	·
CC(C)(C)NC(=O)C(c1cccs1)N(Cc1ccc(F)cc1)C(=O)c1csnn1 (stereo not given)	i	4%	6	0%	0.9	i	1318	-0.91	0.94	1.2	-14%	-1.1	0.76	8.0	-0.18	1127	0.8
COC(=O)C1=CN(C2CC2)C=C(C(=O)OC)C1c1ccc(C(=O)OC)cc1	i	-30%	4	-26%	3.5	i	1481	0.96	1	2.3	-5%	-0.35	1.1	5.4	-0.3	886	-3.2
Cc1cc(C)n(-c2cc(Oc3ccccc3)ncn2)n1	i	-4%	-6	2%	0.9	i	880	0.53	-0.22	1.4	-10%	-0.11	0.21	3.4	-0.21	1066	-2.7
CC(C)C1Oc2ccccc2N(CC(=O)N(Cc2ccccn2)CC2CCCO2)C1=O (stereo not given)	i	-2%	-1	-13%	2.2	i	1116	-0.13	0.96	5.2	-12%	-2.8	0.98	5.6	0.081	1261	-1.7
CCc1nnc(NC(=O)CSc2nc(C3CCCCC3)nc3ccccc23)s1	i	2%	-6	14%	2.2	i	·	·	0.92	0.9	14%	-0.37	-0.14	7.5	-0.2	·	·
CC(Sc1nc2ccccc2s1)C(=O)c1c(N)n(C)c(=O)n(C)c1=O (stereo not given)	i	1%	21	8%	0.7	i	1469	-1	-0.2	1.3	-2%	-0.21	0.13	7.3	-0.18	1067	-3.0
COc1ccc(C2C(C#N)=C(N)Oc3cc(C)n(CCN4CCOCC4)c(=O)c32)cc1OC (stereo not given)	i	-2%	8	12%	0.6	i	1168	0.27	1.3	1.8	5%	-0.5	1.6	1.1	-0.18	1189	-1.0
COc1cc(OC)c(S(=O)(=O)N2CCCCC2)cc1S(=O)(=O)N1CCCCC1	i	3%	-1	4%	2.6	i	·	·	-0.13	3.0	-21%	0.2	-0.18	4.8	0.052	·	·
NC(=O)COc1ccc(/C=N/NC(=O)C2CCCN2S(=O)(=O)c2ccc(Cl)cc2)cc1 (stereo not given)	i	2%	-5	10%	1.2	i	900	0.13	-0.62	1.8	-21%	0.034	-0.22	2.6	-0.17	·	·
